# Source: PubChem BioAssay
# NR2E3 ag-1: activates human NR2E3 receptor | CHO-S Gal4-NCOR/VP16-NR2E3 two-hybrid, luciferase | AID 602229 | Q9Y5X4 | inhibition of corepressor binding, % at 3.98 µM | actives 0.35% (n = 360,000);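 active = inhibition above the mean of all tested compounds plus 3 SD, cut at about 70% in these data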;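 note: 0% = DMSO with NR2E3 transfected cells and 100% = cells lacking NR2E3 construct; higher means lower luciferase signal from less NR2E3 corepressor binding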
# Target sequence (Q9Y5X4 whole entry, looked up, the tested form may be a part): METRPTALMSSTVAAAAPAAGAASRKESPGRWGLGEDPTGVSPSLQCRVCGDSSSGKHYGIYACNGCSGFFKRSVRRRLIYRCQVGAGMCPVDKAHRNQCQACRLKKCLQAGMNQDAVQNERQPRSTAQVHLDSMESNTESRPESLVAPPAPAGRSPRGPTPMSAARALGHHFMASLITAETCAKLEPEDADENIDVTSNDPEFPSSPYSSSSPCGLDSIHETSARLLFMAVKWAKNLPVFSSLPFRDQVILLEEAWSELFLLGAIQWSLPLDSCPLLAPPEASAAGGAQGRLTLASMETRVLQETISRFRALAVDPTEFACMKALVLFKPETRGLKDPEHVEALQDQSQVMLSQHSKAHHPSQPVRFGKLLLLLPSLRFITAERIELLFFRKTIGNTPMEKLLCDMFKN
# HIF-2a inh: blocks HIF-2a reporter activity. 786-0 RCC cells HIF-2a reporter, luciferase luminescence, overnight. inhibition, % at 18.8 µM. actives 0.72% (n = 360,000). AID 624352;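 active = inhibition of the luminescence signal of 40% or more relative to plate controls, in a single-dose primary screen at 18.75 µM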
# aDG glyco up: increases alpha dystroglycan glycosylation; activation, % at 10 µM; AID 624168; actives 0.22% (n = 360,000); Pro5-aDG cells, alpha-DG glycosylation AlphaScreen (IIH6); 0% Pro5, 100% B10-LARGE cell signal;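 active = activation of at least 8% versus controls, or a plate z-score of at least 8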;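 note: Pro5 are CHO cells carrying HIG-tagged alpha-DG that lacks glycosylation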
# Peg3 promoter: inhibitors of Peg3 promoter. HeLa PEG-Prom luciferase reporter, luminescence, overnight. inhibition, % at 20 µM. actives 1.7% (n = 360,000);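 active = inhibition of at least 50% at 20 µM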
# TWEAK Fn14 block: inhibitors of TWEAK-Fn14 interaction signaling. TWEAK-stimulated Fn14 reporter cells, luciferase luminescence, 8 h. inhibition, % at 10 µM. actives 2% (n = 360,000); in the data active = inhibition above about 50%
# Shn3 3UTR inh: reduces Shn3 3'UTR luciferase signal in osteoblasts. actives 0.52% (n = 360,000). Clone20 osteoblast Shn3 3'UTR firefly luciferase, 24 h. inhibition, % at 12.5 µM;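 active = mean inhibition of at least 75% with every replicate also reaching 75%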;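 note: 0% = median of neutral control wells and 100% = pilot-screen positive control compound; some compounds past the cut are filed as inactive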
# hiPSC survival: enhancers of human iPSC single-cell survival | actives 0.044% (n = 360,000) | hiPSC single-cell survival, ATPlite luminescence; 100% = ROCK inhibitor wells, 0% = DMSO | survival enhancement, % at 20 µM; in the data active = survival enhancement above about 18%;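 note: cells exposed to compounds for 16 hours before the ATP read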
# MITF TRPM1 inh: inhibitors of MITF-driven TRPM1 promoter in melanoma cells; SK-MEL-5 TRPM1 promoter luciferase, 24 h; inhibition, % at 12.5 µM; actives 0.83% (n = 330,000); AID 488899;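 active = mean inhibition across replicates of 60% or more, whatever share of single replicates reaches that level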; note: values of inactives mirror those of a sister screen read the other way
# NR2E3 ag-2: NR2E3 (human) agonism; actives 0.12% (n = 320,000); AID 2300; GST-NR2E3/biotin-RetCOR TR-FRET, 1536-well; Q9Y5X4; inhibition of corepressor binding, % at 4.78 µM;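 active = percent inhibition above the cutoff of mean plus 3 SD of all tested compounds, set per screening campaign, cut at about 20% in these data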;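 note: 0% = DMSO wells and 100% = biotin wells as full block of FRET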
#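 Format: 1536-well format; test system: GST-NR2E3 and biotin-RetCOR proteins; read-out basis: percent inhibition of TR-FRET ratio; timing: 5 h incubation at 4 °C; detection: time-resolved FRET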
# KKLEB cytotox: CF airway cell cytotoxicity counter-screen; KKLEB CF airway cells viability, ATPlite luminescence, overnight; stronger effect = lower value; cells stimulated with P. aeruginosa culture filtrate; actives 0.36% (n = 360,000); AID 602141; activity change (cytotoxicity), % at 5 µM;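 active = corrected activity change at or below -50% at 5 µM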
# CF NFkB block: inhibitors of cystic fibrosis induced NF-kB | KKLEB NF-kB-GFP reporter, PAF-induced, GFP fluorescence overnight | inhibition, % at 5 µM | actives 0.86% (n = 360,000) | AID 588850;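 active = at least 50% inhibition at 5 µM, scaled per plate between neutral and stimulator controls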;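 note: PAF is a Pseudomonas aeruginosa culture filtrate used as stimulus; plate controls were PAF-stimulated DMSO wells for no effect and unstimulated DMSO wells for full effect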
# * marks the source's active call; other numbers are inactive results; · = no result given.
no.	Molecule	aDG glyco up	Shn3 3UTR inh	KKLEB cytotox	NR2E3 ag-1	Peg3 promoter	hiPSC survival	CF NFkB block	MITF TRPM1 inh	TWEAK Fn14 block	NR2E3 ag-2	HIF-2a inh
1	CC(=O)Nc1ccc(NC(=O)C(C)Oc2ccc(C)nc2[N+](=O)[O-])cc1 (centres undefined)	0.3	-15.9	-6.2	-11.1	18.1	0.2	-4.4	-1.4	-13.2	1.9	8.6
2	C=C(C)C(=O)Oc1ccc(N2C(=O)[C@@H]3C4C=CC(C4)[C@@H]3C2=O)cc1	0.1	-0.1	-1.2	14.5	8.4	-0.3	-8.4	16.6	2.0	1.5	0.6
3	CC(=O)c1cn(CCOc2ccccc2C)c2ccccc12	1.9	80.3	-0.9	70.2*	30.1	-0.3	-18.4	22.9	37.8	1.6	-9.8
4	O=C(Nc1cccnc1)C1COc2ccccc2O1 (centres undefined)	-0.1	-3.9	6.7	-13.2	-21.8	-1.4	-4.8	-5.4	5.6	-5.3	-10.8
5	O=C(O)CCC(=O)N1N=C(c2ccccc2)CC1c1ccc(Br)cc1 (centres undefined)	0.0	-16.5	-9.8	-22.5	-5.8	0.4	-0.8	15.9	8.7	-0.7	-9.7
6	CCC1S/C(=C(\C#N)C(=O)NCc2ccco2)N(c2ccc(F)cc2)C1=O (centres undefined)	0.3	3.3	0.6	-5.8	10.0	2.9	-4.8	-5.3	4.5	-3.4	-4.7
7	CCOC(=O)c1cc2sc(C)cc2n1CC(=O)Nc1cccc(C)c1C	-0.1	79.4	0.8	-13.4	23.6	-0.1	-18.8	5.5	-25.9	-1.9	10.4
8	O=C(Cc1cccc(NC(=O)C2CCN(C(=O)c3ccccc3)CC2)c1)Nc1cccc(C(=O)N2CCCC2)c1	0.0	-16.5	2.3	-8.2	3.6	0.0	6.5	4.4	-13.3	6.8	7.7
9	O=C(CN1CCN(Cc2ccc(Cl)cc2)C1=O)NCCN1CCCC1	-0.1	6.5	-8.0	11.5	5.0	2.2	-22.1	-2.9	-26.7	6.5	11.5
10	CCN1CCCC1CNCc1ccc(Cl)cc1Cl (centres undefined)	0.0	-9.5	3.1	1.3	-1.3	-0.9	9.6	8.7	-17.2	3.4	8.8

# The listing continues.
no.	Molecule	aDG glyco up	Shn3 3UTR inh	KKLEB cytotox	NR2E3 ag-1	Peg3 promoter	hiPSC survival	CF NFkB block	MITF TRPM1 inh	TWEAK Fn14 block	NR2E3 ag-2	HIF-2a inh
11	COc1ccc(C(=O)Nc2ccc3nc(C)c(C)nc3c2)cc1	0.0	-33.9	1.1	-56.8	-134.2	-0.6	-6.2	-34.5	-1.1	2.2	-124.0
12	O=C(NCc1ccccc1)NC1(C(=O)N2CCCC2)CCCCC1	-0.2	-1.3	12.9	-20.9	16.4	0.6	-9.0	-0.4	1.6	3.0	8.1
13	C[C@@H]1CN([C@H](C)CO)C(=O)c2cc(-c3ccc(F)cc3)cnc2O[C@H]1CN(C)C(=O)c1ccc(F)cc1	1.3	-2.6	-7.6	-9.4	-1.0	-1.5	18.5	·	-20.9	·	-5.8
14	O=C(COC(=O)/C=C/c1ccc(F)cc1)NCc1ccco1	-0.1	-6.0	0.4	-21.5	-2.2	-0.4	-0.7	-4.8	17.4	0.8	12.2
15	O=C(CCc1nnc(CCCc2ccccc2)o1)NC(C1CC1)C1CC1	-0.2	-57.1	-5.6	-90.3	-259.5	2.2	-7.8	-61.7	-23.4	0.2	-194.7
16	Cc1ccc(S(=O)(=O)c2nc(S(C)(=O)=O)sc2N2CCN(C)CC2)cc1	0.6	-0.3	8.6	7.7	19.8	-0.6	26.5	15.7	7.0	-0.1	18.4
17	O=C(CCl)Nc1c2c(nn1-c1ccccc1)CSC2	0.6	1.3	6.4	-13.6	1.3	-0.4	-5.9	1.2	-32.3	0.1	-1.6
18	Cn1ccnc1C(=O)c1cccc([N+](=O)[O-])c1	0.1	-2.1	8.7	-2.2	-5.7	-0.3	5.1	-4.8	-4.8	-2.6	-4.2
19	CC(=O)Nc1ccc(S(=O)(=O)N2CCN(Cc3cccs3)CC2)cc1	1.0	9.2	3.4	1.3	4.9	-0.2	-2.6	6.2	0.7	6.5	4.2
20	O=C(c1ccc(F)cc1)N1CCC(C(=O)N2CCN(S(=O)(=O)c3cccc(Cl)c3)CC2)CC1	0.2	4.1	13.6	-28.1	15.0	-0.4	9.0	-1.7	3.7	0.9	24.4

# Part of the list above in another layout:
16: Cc1ccc(S(=O)(=O)c2nc(S(C)(=O)=O)sc2N2CCN(C)CC2)cc1
  aDG glyco up: 0.6
  Shn3 3UTR inh: -0.3
  KKLEB cytotox: 8.6
  NR2E3 ag-1: 7.7
  Peg3 promoter: 19.8
  hiPSC survival: -0.6
  CF NFkB block: 26.5
  MITF TRPM1 inh: 15.7
  TWEAK Fn14 block: 7.0
  NR2E3 ag-2: -0.1
  HIF-2a inh: 18.4
17: O=C(CCl)Nc1c2c(nn1-c1ccccc1)CSC2
  aDG glyco up: 0.6
  Shn3 3UTR inh: 1.3
  KKLEB cytotox: 6.4
  NR2E3 ag-1: -13.6
  Peg3 promoter: 1.3
  hiPSC survival: -0.4
  CF NFkB block: -5.9
  MITF TRPM1 inh: 1.2
  TWEAK Fn14 block: -32.3
  NR2E3 ag-2: 0.1
  HIF-2a inh: -1.6
19: CC(=O)Nc1ccc(S(=O)(=O)N2CCN(Cc3cccs3)CC2)cc1
  aDG glyco up: 1.0
  Shn3 3UTR inh: 9.2
  KKLEB cytotox: 3.4
  NR2E3 ag-1: 1.3
  Peg3 promoter: 4.9
  hiPSC survival: -0.2
  CF NFkB block: -2.6
  MITF TRPM1 inh: 6.2
  TWEAK Fn14 block: 0.7
  NR2E3 ag-2: 6.5
  HIF-2a inh: 4.2
15: O=C(CCc1nnc(CCCc2ccccc2)o1)NC(C1CC1)C1CC1
  aDG glyco up: -0.2
  Shn3 3UTR inh: -57.1
  KKLEB cytotox: -5.6
  NR2E3 ag-1: -90.3
  Peg3 promoter: -259.5
  hiPSC survival: 2.2
  CF NFkB block: -7.8
  MITF TRPM1 inh: -61.7
  TWEAK Fn14 block: -23.4
  NR2E3 ag-2: 0.2
  HIF-2a inh: -194.7

# Next compounds.
no.	Molecule	aDG glyco up	Shn3 3UTR inh	KKLEB cytotox	NR2E3 ag-1	Peg3 promoter	hiPSC survival	CF NFkB block	MITF TRPM1 inh	TWEAK Fn14 block	NR2E3 ag-2	HIF-2a inh
21	COc1ccc(C2/C=C\CN(S(=O)(=O)c3ccc(C)cc3)CC(=O)N2Cc2cccc(F)c2)cc1 (centres undefined)	0.2	12.7	-4.2	-12.6	6.7	-0.5	22.7	7.0	11.7	·	22.4
22	CC(C)CCOc1ccccc1C(N)=O	0.2	12.9	9.0	-15.1	4.5	1.4	-1.3	-9.6	12.4	-2.7	17.9
23	COCC(=O)N1CCC(Oc2ccc(C(=O)NCc3cc(C)n(C)n3)cc2)CC1	-0.2	-14.8	-10.2	-2.2	1.9	1.0	1.2	-4.5	10.2	·	-2.6
24	CC(C)CNC(=O)/C=C/C=C/CCCC/C=C/c1ccc2c(c1)OCO2	0.3	29.6	-1.7	-3.3	-2.0	-3.3	-12.7	-5.9	-10.7	1.1	6.0
25	O=C(Cn1nc(-c2ccc(Cl)cc2)c2ccccc2c1=O)NCC1CCCO1 (centres undefined)	0.1	5.6	-3.3	0.9	3.8	1.2	-14.9	0.2	-5.2	-0.9	10.3
26	COc1ccc2c(C(=O)CN3CC(C)OC(C)C3)c[nH]c2c1 (centres undefined)	-0.1	-14.5	-3.2	7.5	-2.7	1.2	-8.1	-7.1	11.1	-1.2	-12.0
27	Cc1ccc(S(=O)(=O)NCCC(=O)N2CCCCCC2)cc1	-0.1	8.6	24.3	-26.2	6.4	-0.4	-16.6	2.4	19.6	-0.4	2.5
28	O=C(NCCCn1ccnc1)C(=O)NCC1OCCN1S(=O)(=O)c1cc(F)ccc1F (centres undefined)	-0.1	-1.5	-2.9	-1.5	3.1	-0.3	-1.2	-0.5	-13.2	0.2	23.8
29	O=C(NCc1cccs1)Nc1ccc(Cl)cc1	0.3	-28.5	1.8	-85.1	-194.8	1.5	12.2	-41.2	-4.2	2.5	-170.7
30	NC(=O)CC(NC(=O)Cc1cccc2ccccc12)c1ccc(NC2CCCCC2)c([N+](=O)[O-])c1 (centres undefined)	0.0	2.9	-22.0	-8.1	77.7*	-1.2	11.4	-0.8	-20.1	-1.9	-10.5

# Next structures follow:
no.	Molecule	aDG glyco up	Shn3 3UTR inh	KKLEB cytotox	NR2E3 ag-1	Peg3 promoter	hiPSC survival	CF NFkB block	MITF TRPM1 inh	TWEAK Fn14 block	NR2E3 ag-2	HIF-2a inh
31	COc1ccc(S(=O)(=O)N2CCN(C(=O)Nc3ccccc3OC)CC2)cc1	-0.2	8.7	0.7	-5.5	16.0	2.7	19.0	5.6	-1.0	2.0	14.9
32	N#Cc1nn(-c2ccccc2)nc1N1CCCCC1	0.1	-19.5	2.6	-2.9	-113.3	-0.9	7.0	-15.1	-18.8	0.6	-144.7
33	CCOc1ccc(CCNC(=O)C2CCN(S(=O)(=O)N3CCC(C)CC3)CC2)cc1OCC	0.2	11.1	0.8	8.3	15.1	1.0	1.5	7.7	11.9	1.5	21.1
34	O=C(NCCN1CCCCCC1)c1ccc(CS(=O)(=O)c2ccc(Br)cc2)o1	0.1	6.4	3.5	-16.9	7.4	-0.4	30.8	-0.4	10.6	-0.9	-2.8
35	Nn1c(SCC(=O)NC(=O)NCc2ccco2)nnc1-c1ccc(OC(F)F)cc1	0.0	-2.2	-4.4	-5.6	2.9	7.2	2.7	1.4	19.0	0.6	11.4
36	CCc1c(C)sc(NC(=O)c2cnn3cccnc23)c1C#N	0.2	-14.1	5.2	21.5	-32.3	4.7	7.7	-24.1	5.8	4.4	0.3
37	CC(C)CNC(=O)c1nc(-c2ccccc2)n(-c2ccccc2)n1	-0.1	4.6	-2.3	-10.0	10.0	2.6	6.1	9.7	7.1	-0.9	3.8
38	COc1ccccc1OC1OC2COC(c3ccco3)OC2C(O)C1NC(C)=O (centres undefined)	-0.2	-12.7	-7.2	-13.0	-3.1	-0.2	19.3	-4.0	5.3	-0.1	23.2
39	COc1cccc(CN2CCC(C(=O)N3CCN(c4ccccc4F)CC3)CC2)c1	0.3	0.5	6.4	-4.6	21.9	2.0	-1.0	-7.5	6.8	1.8	12.3
